# GRK2 inh – human GRK2 inhibition via aptamer displacement; P25098; bead flow cytometry, FAM-aptamer displacement from GRK2; inhibition of aptamer binding, % at 10 µM; actives 0.59% (n = 330,000);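 active means inhibition of aptamer binding above 40%, roughly 3 SD of noise, on plates passing a quality check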;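 further: median bead fluorescence of bound FAM aptamer so fluorescent compounds give negative values; no value below 0 was filed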
# JMJD2C inh – human JMJD2C demethylase inhibition; Q9H3R0; GST-JMJD2C(1-420) H3K9me3 demethylation, DELFIA europium; inhibition, % at 2.35 µM; actives 0.069% (n = 330,000); AID 2099;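 active means more than half of a compound's replicate wells show inhibition beyond 50%, single wells judged on their own value; inconclusive means some, but no more than half, of replicates pass 50% inhibition; inactive means no replicate passes 50% inhibition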;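 further: signal counts dimethyl H3K9 product captured on neutravidin plate; 0% = median of DMSO wells and 100% = 0.3 times that DMSO median; strong numbers were not always called active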
# CTSL1 counter – counter-screen for PFM18AAP inhibitors: inhibitors of F. hepatica cathepsin L1; inhibition, % at 5.96 µM; AID 1906; recombinant F. hepatica cathepsin L1, Z-Leu-Arg-MCA fluorescence; actives 0.49% (n = 300,000);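 active means inhibition above the mean of all tested compounds plus 3 SD, set per screening campaign, cut at about 17% in these data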;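 further: 0% = plate median of test compound wells and 100% = 1 µM Z-Phe-Ala-diazomethylketone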
# proCasp3 act – activators of human procaspase-3. recombinant procaspase-3 D3A, Ac-DEVD-pNA absorbance 405 nm. actives 0.11% (n = 330,000). activation, % at 8.5 µM;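 active means activation above the mean of all tested compounds plus 3 SD, cut at about 21% in these data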;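 further: 0% = DMSO alone and 100% = DMSO wells spiked with extra 5 µM PC-3 D3A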
# Target sequence (P42574 whole entry D9A/D28A/D175A): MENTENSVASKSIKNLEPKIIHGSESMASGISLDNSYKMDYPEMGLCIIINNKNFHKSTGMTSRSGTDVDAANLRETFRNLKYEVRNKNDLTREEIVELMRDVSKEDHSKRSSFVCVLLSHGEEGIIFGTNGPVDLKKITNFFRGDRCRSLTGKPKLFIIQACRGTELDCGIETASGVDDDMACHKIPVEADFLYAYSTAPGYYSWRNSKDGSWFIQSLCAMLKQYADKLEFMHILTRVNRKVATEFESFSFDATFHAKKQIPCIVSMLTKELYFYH
#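 Assay system – Procaspase-3 D3A mutant, all three cleavage aspartates alanine · Controls – DMSO-only low control, 5 µM PC-3 D3A high control · Schedule – 1 h compound preincubation, 2 h substrate hydrolysis at 25 °C · Signal – 405 nm absorbance of p-nitroaniline, reads at 0 and 120 min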
# HCV core dimer – HCV core protein dimerization inhibition; TR-FRET GST/Flag-core106 dimerization, 1536-well; inhibition, % at 5 µM; actives 0.33% (n = 300,000); AID 1899;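 active means inhibition above the mean of all tested compounds plus 3 SD, set per screening campaign, cut at about 45% in these data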
#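 System: GST/Flag-tagged HCV core106 proteins. Incubation: compound-protein-antibody incubation 4 h at 22.5 °C. Technique: HTRF with 340 nm excitation, 617/671 nm emission. Medium: KF-containing HEPES buffer, pH 7.45, DTT, CHAPS, BSA. Read-out: inhibition (%) from 671 over 617 nm ratio. Also added: Eu(K)-anti-GST 90 ng/mL plus XL665-anti-Flag 1 µg/mL.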
# procasp7 counter – counter-screen: procaspase-7 (human) activation; activation, % at 8.5 µM; actives 0.093% (n = 330,000); P55210; recombinant procaspase-7, Ac-DEVD-pNA absorbance 405 nm; D23A/D198A/D206A triple mutant, cannot self-cleave; scale: DMSO 0, 5 µM enzyme 100;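 active means percent activation above the screen-wide mean plus 3 SD, cut at about 25% in these data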
# Target sequence (P55210 whole entry D23A/D198A/D206A): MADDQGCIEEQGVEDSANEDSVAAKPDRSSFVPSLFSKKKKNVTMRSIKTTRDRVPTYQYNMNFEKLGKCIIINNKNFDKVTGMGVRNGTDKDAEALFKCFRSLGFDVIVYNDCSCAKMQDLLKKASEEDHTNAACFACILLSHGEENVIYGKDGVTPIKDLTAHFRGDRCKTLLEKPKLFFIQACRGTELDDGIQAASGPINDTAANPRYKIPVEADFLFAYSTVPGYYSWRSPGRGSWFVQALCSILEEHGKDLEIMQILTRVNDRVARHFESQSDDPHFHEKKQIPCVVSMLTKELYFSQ
#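 System: Procaspase-7 triple mutant (PC-7 D3A); measure: % activation from two-timepoint absorbance difference, scaled to controls; times: 1 h compound preincubation, 2 h substrate cleavage, 25 °C; also added: Ac-DEVD-pNA substrate, 400 µM as added; measured by: Epi-absorbance of released pNA at 405 nm, two timepoints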
# PP5 inh – blocks human protein phosphatase 5 activity. purified PP5c, OMFP substrate fluorescence. inhibition, % at 6.7 µM. actives 0.18% (n = 320,000). AID 1987;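 active means inhibition above the campaign's mean inhibition across all tested compounds plus 3 SD, cut at about 9.5% in these data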;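 further: 0% = DMSO only and 100% = 100 µM cantharidin control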
# Target sequence (P53041 whole entry, looked up): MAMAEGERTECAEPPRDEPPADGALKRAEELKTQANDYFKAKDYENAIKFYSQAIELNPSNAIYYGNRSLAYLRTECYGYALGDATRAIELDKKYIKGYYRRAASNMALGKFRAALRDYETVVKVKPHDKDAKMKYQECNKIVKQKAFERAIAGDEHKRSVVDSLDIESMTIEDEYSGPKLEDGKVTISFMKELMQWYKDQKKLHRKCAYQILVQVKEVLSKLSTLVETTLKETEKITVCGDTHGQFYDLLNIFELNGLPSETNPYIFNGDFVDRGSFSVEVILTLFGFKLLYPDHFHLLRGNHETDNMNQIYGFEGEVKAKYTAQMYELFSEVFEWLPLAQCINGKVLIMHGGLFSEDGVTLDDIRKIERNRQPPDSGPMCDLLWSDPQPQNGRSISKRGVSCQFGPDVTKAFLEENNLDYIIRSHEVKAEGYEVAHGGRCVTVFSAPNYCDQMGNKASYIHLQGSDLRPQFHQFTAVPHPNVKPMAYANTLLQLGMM
# VLA-4 inh – inhibition in a human VLA-4 binding assay | P13612 | VLA-4 expressing cells, ligand binding flow cytometry | inhibition, % (about 7 µM as worked out from the volumes in the protocol) | actives 0.2% (n = 330,000) | AID 2557; in the data active means inhibition above about 50%
# PP1 counter – blocks human PP1-alpha phosphatase, a PP5 counter-screen; purified PP1alpha, OMFP fluorescence; inhibition, % at 6.7 µM; actives 0.9% (n = 320,000);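 active means inhibition above the mean inhibition of all tested compounds plus 3 SD, computed separately for each screening campaign, cut at about 15% in these data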
# * marks the source's active call; other numbers are inactive results; ? = inconclusive; . = not tested or not shown; & = joins results of further samples.
canonical_smiles,VLA-4 inh,JMJD2C inh,GRK2 inh,HCV core dimer,CTSL1 counter,PP1 counter,PP5 inh,procasp7 counter,proCasp3 act
Cc1ccc(SCCN2CCC(NC(=O)OCc3ccccc3)CCC2=O)cc1 (stereo not given),8.8,-1.2,1.0,-0.1,1.7,-1.2,-2.9,6.1,9.3
Cc1ccc2nnc(Cl)n2n1,-0.4,-2.1,0.0,-4.9,-3.0,-1.6,3.1,17.9,-5.4
CCc1noc(C)c1C(=O)NNC(=O)c1nn(CC)c(=O)c2ccccc12,14.6,-2.4,3.0,-0.8,-3.8,-5.6,-2.3,0.0,16.8
Cc1ccc(S(=O)(=O)N2CCCC2C(=O)O)s1 (stereo not given),13.8,-3.7,0.0,6.2,-2.8,-3.6,0.9,-5.3,0.3
COc1ccc(C(=O)NC(=O)COC(=O)C2CC2C)cc1 (stereo not given),5.6,2.4,0.0,.,.,.,.,9.7,0.2
CC(=O)N(C(C)=O)c1ncc2c([nH]c3ccccc32)c1C#N,5.8,122.5,0.0,-4.1,1.2,1.3,0.8,0.9,11.4
Cc1nc(-c2cccc(Br)c2)ccc1C(=O)O,-8.3,2.7,8.0,1.8,-6.2,2.4,-1.6,8.7,4.5
CC1=NNC(=O)C1C(c1ccc(Cl)cc1)C(C#N)C#N (stereo not given),2.0,-4.7,2.0,0.8,-1.4,-3.1,-0.8,-4.6,1.7
O=C(CSc1nc2ccccc2o1)N1CCN(c2ccc(Cl)cc2)CC1,11.2,2.7,0.0,6.0,-0.5,-2.8,0.5,14.7,8.2
COc1ccc(Cc2nc3ccc(C(=O)NCc4ncc(C)[nH]4)cc3o2)cc1OC,2.3,-6.4,0.0,0.0,-1.8,1.0,0.0,2.6,3.4
NC(=O)CSc1nnc(-c2cccc(S(=O)(=O)N3CCOCC3)c2)n1C1CCCCCC1,18.7,3.4,1.0,1.7,4.1,-1.5,-0.8,16.6,-2.9
COC(=O)c1ccc(N2CCCCC2)c(NS(=O)(=O)c2ccc(C)cc2)c1,3.4,9.3,0.0,7.3,2.4,0.8,3.4,2.8,2.6
CC1CCC2(CC1)NC(=O)N(CC(=O)c1ccc[nH]1)C2=O (stereo not given),1.7,-12.3,3.0,7.3,-2.4,-0.9,0.6,7.5,-10.1
CCc1ccc(N2C(=O)CC(Cn3nc(C)cc3C)C2=O)cc1 (stereo not given),9.2,0.0,0.0,2.5,4.6,1.2,-0.7,-0.6,-3.2
COc1cc(C2=NOC(C(=O)N3CCN(c4ccc(F)cc4)CC3)C2)cc(OC)c1OC (stereo not given),6.0,1.0,0.0,-2.1,-0.7,1.2,4.9,-8.4,9.8
CC(C)Cc1ccc(C(C)C(=N)N)cc1 (stereo not given),3.3,2.8,0.0,1.6,-1.7,-1.2,-0.7,-0.8,-18.8
COc1ccc(Cl)cc1NC(=O)COC(=O)C1CC(=O)N(Cc2ccccc2)C1 (stereo not given),-12.1,4.2,4.0,.,.,.,.,14.3,7.2
CC(=O)Nc1nnc(CSCc2ccc(F)cc2)s1,-0.5,5.9,1.0,2.2,-1.9,-4.2,-0.2,-0.5,9.8
Cc1cc(NCc2ccccn2)n2nc(C)c(-c3ccc(Cl)cc3)c2n1,9.2,.,1.0,3.1,4.8,0.7,3.4,2.4,11.4
Cn1cc(CN2CCC(n3nccc3NC(=O)CCCc3ccccc3)CC2)cn1,0.2,-6.0,0.0,-1.2,-4.0,1.8,-0.8,0.7,-2.9
C/C(=N\N=C1\NC(=O)C(CC(=O)NCc2ccccc2)S1)C(C)C (stereo not given),4.1,5.1,0.0,6.4,-2.2,-3.3,-0.8,-2.8,-2.3
CCOC(=O)c1c(N)sc(C(=O)N(C)C)c1CN1CCOCC1,4.5,4.7,0.0,-2.2,-0.8,-4.3,-1.0,0.4,7.2
CC(C)c1nc2sc3c(=O)n(N)cnc3c2c2c1COC(C)(C)C2,35.8,2.7,5.0,-7.5,-2.4,0.1,2.8,-0.2,1.6
Cc1ccc(-c2ccc(OCC(=O)N3CCOCC3)cc2)cc1,-2.1,-4.2,4.0,11.3,-3.3,2.9,-3.3,-10.7,-13.4
O=C(Nc1ccc(S(=O)(=O)Nc2nccs2)cc1)c1cccc(F)c1,-2.3,-5.5,1.0,6.4,0.7,-3.6,0.1,-7.4,0.8
CC(=O)OCC1OC(OC(C)=O)C(NC(=O)Cc2ccccc2)C(OC(C)=O)C1OC(C)=O (stereo not given),-109.5,-1.6,0.0,-0.3,-0.8,2.6,0.6,2.5,8.3
Cc1cc(=O)n2nc(N3CCCC3C(=O)NCCCN3CC(C)CC(C)C3)sc2n1 (stereo not given),9.5,6.4,0.0,-0.1,1.9,-4.1,-2.1,12.7,-5.7
COC(=O)Nc1ccc(S(=O)(=O)N2CCC(C(=O)N3CCCCC3C)CC2)cc1 (stereo not given),-9.7,2.1,0.0,1.8,1.1,-3.5,-0.4,-2.8,-3.9
C[n+]1ccccc1/C=C1\Sc2ccccc2N1CCO,-43.9,-7.4,0.0,-7.8,0.7,-0.5,-5.1,-5.2,-10.1
CSc1ccccc1OCc1cc(C(=O)N(C)Cc2nonc2C)no1,-9.1,-5.2,4.0,-9.9,-0.9,2.7,1.0,-3.5,3.1
CCn1c(=NC(=O)c2ccc(N3C(=O)CCC3=O)cc2)sc2c(OC)ccc(OC)c21,-2.8,-3.8,0.0,38.9,3.0,1.6,0.9,-2.8,5.2
CCN(CC)CCCNC(=O)Cc1c(C(=O)O)n(C)c2ccccc12,-4.3,11.1,0.0,-2.6,-14.7,-8.7,-1.0,2.1,-3.3
COc1ccc(NC(=O)C2CCN(S(=O)(=O)c3ccc4c(c3)CC(C)N4C(C)=O)CC2)cc1OC (stereo not given),7.6,3.3,0.0,3.4,-0.1,-0.8,-0.2,1.9,9.9
CCOC(=O)c1nc(Nc2ccc(OC)cc2)c2ccccc2n1,3.4,6.2,2.0,0.0,2.7,1.0,1.5,0.3,11.6
CCOC(=O)N1CCN(S(=O)(=O)c2ccc(F)c(C(=O)Nc3ccc(C)c(Cl)c3)c2)CC1,0.0,-5.0,0.0,4.1,7.5,2.5,3.8,2.6,3.2
Cc1cc(OC(=O)c2cc(Br)ccc2Cl)c([N+](=O)[O-])c(=O)[nH]1,42.1,-6.5,1.0,-2.3,-2.0,8.1,-1.4,-5.5,0.6
COCCN(C(=O)CNC(=O)c1ccco1)C(C(=O)NC1CCCCC1)c1cccs1 (stereo not given),4.6,?,3.0,-3.0,-1.3,-2.2,3.9,6.5,-11.1
CCN(CC)S(=O)(=O)c1ccc(N2CCN(C)CC2)c(NC(=O)c2cc(=O)c3ccccc3o2)c1,-0.5,-8.9,0.0,-2.6,1.0,3.9,-0.3,-0.8,1.0
COc1ccc(NC(=O)CN(C)C(=O)CSCc2c(C)noc2C)cc1,9.1,48.2,2.0,-2.9,-2.2,-2.2,-0.8,2.1,8.4
CC(C)(C)OC(=O)NCCCCCc1nnc(SCc2ccccc2)o1,7.1,-2.1,0.0,2.7,-2.3,-2.8,2.6,0.6,6.2
O=S(=O)(Nc1ccc(F)cc1)c1ccc(S(=O)(=O)N2CCOCC2)cc1,-4.2,5.8,0.0,.,.,.,.,11.7,2.3
OCCC1CN(Cc2cc3c(cc2Cl)OCO3)CCN1C1CCCC1 (stereo not given),7.8,2.7,7.0,-2.1,-55.0,3.5,-3.8,-4.3,3.0
Cc1cc(C)c(NC(=O)CS(=O)CC(=O)Nc2ccc(F)cc2F)c(C)c1 (stereo not given),2.5,30.6,0.0,-2.5,2.2,-2.1,-1.1,-5.5,1.2
COc1ccc(NC(=S)N2CCC(NC(=O)C3CCCCC3)CC2)cc1,0.9,-2.3,0.0,6.3,-1.5,0.7,0.0,-8.6,-2.3
Cc1ccc(S(=O)(=O)NC(=O)Nc2cccc(S(=O)(=O)N(C)C)c2)cc1,6.3,1.8,0.0,.,.,.,.,-3.2,0.7
CCOC(=O)c1cnc2ccc(OCC)cc2c1N1CCN(c2ccccc2OC)CC1,-4.6,5.1,3.0,10.6,1.1,2.5,3.7,6.7,14.5
O=C(NCCCCc1ccccc1)C1CC(c2ccc(C(F)(F)F)cc2)=NO1 (stereo not given),33.5,8.8,0.0,6.5,0.5,1.1,4.2,-2.8,0.2
Cc1ccc(-n2c(C)c(C)c3c(NCCN(C)C)ncnc32)cc1,6.2,2.7,0.0,5.4,-4.6,0.9,1.2,-6.5,-1.1

# A second format for 2 compounds above.
Compound: COc1ccc(NC(=S)N2CCC(NC(=O)C3CCCCC3)CC2)cc1
  VLA-4 inh = 0.9
  JMJD2C inh = -2.3
  GRK2 inh = 0.0
  HCV core dimer = 6.3
  CTSL1 counter = -1.5
  PP1 counter = 0.7
  PP5 inh = 0.0
  procasp7 counter = -8.6
  proCasp3 act = -2.3

Compound: Cc1ccc(S(=O)(=O)NC(=O)Nc2cccc(S(=O)(=O)N(C)C)c2)cc1
  VLA-4 inh = 6.3
  JMJD2C inh = 1.8
  GRK2 inh = 0.0
  HCV core dimer = .
  CTSL1 counter = .
  PP1 counter = .
  PP5 inh = .
  procasp7 counter = -3.2
  proCasp3 act = 0.7

# (continued)
canonical_smiles,VLA-4 inh,JMJD2C inh,GRK2 inh,HCV core dimer,CTSL1 counter,PP1 counter,PP5 inh,procasp7 counter,proCasp3 act
OCCNc1nc(N2CCN(c3ccccc3)CC2)nc2ccccc12,11.3,9.2,0.0,2.3,1.2,-1.8,0.3,5.2,4.0
Cc1ccc(Nc2nc(Oc3ccc(OCc4ccccc4)nn3)nc(N3CCOCC3)n2)cc1,17.6,-4.2,0.0,21.5,3.2,0.9,4.5,4.4,2.1
COc1cccc(C(C)NC(=O)c2c(F)cccc2Cl)c1 (stereo not given),2.8,1.4,0.0,1.2,-9.2,-1.5,-1.2,3.9,8.0
CNC(=O)Nc1cc(C(C)(C)C)no1,27.9,2.7,0.0,-1.6,-3.7,4.7,0.3,4.8,8.9
O=C(Cn1nc(Cl)nc1Cl)Nc1ccccc1,7.0,-2.9,2.0,-4.8,-0.5,0.3,0.6,16.2,7.8
CCCC(C)NS(=O)(=O)c1ccc(OC)c(C)c1 (stereo not given),19.8,0.8,0.0,0.4,-0.2,0.8,2.2,16.8,8.5
CCOC(=O)C1CCN(C(=O)CCc2nc3sc4c(c3c(=O)[nH]2)CCCC4)CC1,-30.4,4.1,0.0,15.4,-0.7,-3.2,-1.1,8.0,2.3
O=C(CSc1nc(O)cc(=O)n1-c1ccccc1)NC1CCCCC1,-1.7,-0.3,0.0,-0.3,-3.8,-1.1,0.5,-1.7,-3.4
COCC(=O)n1nc(NCc2ccc(OC)cc2)nc1NCc1ccc(OC)cc1,-48.1,-8.5&-4.2,5.0,-5.6,-5.5,-1.6,3.4,1.2,1.0
CC1CCCN(S(=O)(=O)c2ccc(NC(=O)CNC3CCCC3)cc2)C1 (stereo not given),10.0,-19.9,1.0,-9.9,-1.6,1.9,1.9,0.9,4.3

# Source: PubChem BioAssay (several laboratories)

# An unsorted share of the library; 2.6% or so of the library scored in one or more.
